TrxR1 substrate – qHTS Assay for Substrates of Mammalian Selenoprotein Thioredoxin Reductase 1 (TrxR1): qHTS. Thioredoxin reductase 1, cytoplasmic (Rattus norvegicus), O89049. purified TrxR1 substrate turnover, NADPH consumption readout. Potency, µM (titrated, usually from 114 µM), without a hit: at the top dose activity change, negative = substrate turnover. 390,000 compounds, 0.01% hits. AID 588456, 2011; note: potency is the fitted concentration of half-maximal effect; % is set by controls: 0 for no effect and ±100 for the full control effect; nearly all actives have a fitted effect of over 50% in size
Target sequence (O89049 whole entry, looked up): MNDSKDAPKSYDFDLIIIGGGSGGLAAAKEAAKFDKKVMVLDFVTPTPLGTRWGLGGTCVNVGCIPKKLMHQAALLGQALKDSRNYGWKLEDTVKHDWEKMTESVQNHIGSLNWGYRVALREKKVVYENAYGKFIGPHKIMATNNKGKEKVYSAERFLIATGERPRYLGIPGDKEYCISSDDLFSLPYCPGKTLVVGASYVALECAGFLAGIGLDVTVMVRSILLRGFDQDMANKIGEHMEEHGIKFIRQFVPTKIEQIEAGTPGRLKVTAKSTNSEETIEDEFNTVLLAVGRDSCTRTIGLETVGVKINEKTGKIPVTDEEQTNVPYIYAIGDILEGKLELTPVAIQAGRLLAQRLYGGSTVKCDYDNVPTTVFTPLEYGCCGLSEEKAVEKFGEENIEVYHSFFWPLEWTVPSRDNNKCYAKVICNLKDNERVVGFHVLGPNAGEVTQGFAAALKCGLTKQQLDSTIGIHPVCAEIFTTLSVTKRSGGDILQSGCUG
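Rat TrxR1, dispensed at 90 nM, was prereduced with 400 uM NADPH (final) for 5 min at ~22 deg C, then incubated with compound 15 min before 400 uM selenite. A first-read NADPH fluorescence drop versus no-compound background flagged substrates.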
Vif-A3G inh – qHTS for Inhibitors of Vif-A3G Interactions: qHTS; HeLa A3G-eYFP + Vif (tagged APOBEC3G with the HIV-1 protein that degrades it), YFP fluorescence, overnight; Potency, µM (series often up to 46.1 µM), for the others: at the top dose activity, negative = active, hits mostly inhibitors; 410,000 compounds, 0.076% hits; AID 602310, 2012;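 note: potency is the fitted concentration of half-maximal effect; % is set by controls: 0 for no effect and ±100 for the full control effect; nearly all actives have a fitted effect of over 60% in size; hits raise eYFP signal because A3G escapes Vif-driven loss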
Target sequence (Q9HC16 whole entry, looked up): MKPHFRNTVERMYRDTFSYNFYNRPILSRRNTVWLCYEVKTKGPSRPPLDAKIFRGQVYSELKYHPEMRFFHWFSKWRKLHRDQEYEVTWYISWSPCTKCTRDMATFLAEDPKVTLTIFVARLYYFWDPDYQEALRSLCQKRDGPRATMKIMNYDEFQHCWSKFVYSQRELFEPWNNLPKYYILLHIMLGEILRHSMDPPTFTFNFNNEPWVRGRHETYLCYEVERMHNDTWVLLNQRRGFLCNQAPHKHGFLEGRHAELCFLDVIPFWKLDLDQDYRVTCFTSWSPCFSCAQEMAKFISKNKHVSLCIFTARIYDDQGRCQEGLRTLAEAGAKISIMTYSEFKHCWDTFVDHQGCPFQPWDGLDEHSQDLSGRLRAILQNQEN
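HeLa cells stably expressing Vif and C-terminally eYFP-tagged A3G, seeded overnight at 37 deg C, then exposed to compound by pintool overnight at 37 deg C. Rise in yellow fluorescence (Ex 488/Em 500-530, Acumen) marks blocked Vif-driven A3G degradation.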
PI4K2A inh – qHTS for small molecular inhibitors of PI4K2A. Phosphatidylinositol 4-kinase type 2-alpha (Homo sapiens), Q9BTU6. purified PI4K2A, ADP-Glo luminescence, 1 h; active compounds read low. activity change, negative = inhibition, % at 76.9 µM. 420,000 compounds, 0.13% hits. AID 1346378, 2018; in the data active = activity change below about -50%; inconclusive = mostly about -30% to -49%;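 note: -100% = wells without enzyme as full effect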
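In this quantitative HTS, ADP production by PI4K2A was quantified luminescently after 1 h at ambient temperature; 100 microM adenosine served as plate-quality control.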
RXFP1 agonist – qHTS Assay for Agonists of the Relaxin Receptor RXFP1; 370,000 compounds, 0.3% hits; Potency, µM (series often up to 57.5 µM), without a hit: top-dose activation, hits mostly activators; Relaxin receptor 1 (Homo sapiens), Q9HBX9; HEK293T-RXFP1 cAMP TR-FRET, 30 min; response scale: percent of porcine relaxin response, buffer zero; AID 2676, 2010; note: potency is the fitted concentration of half-maximal effect; % is set by controls: 0 for no effect and ±100 for the full control effect; nearly all actives have a fitted effect of over 60% in size; many of its hits are not listed in these tables
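HEK293 cells stably expressing RXFP1, treated 30 min at 37C with compounds plus PDE4 inhibitor Ro 20174; cAMP measured by HTRF TR-FRET. Normalized to buffer and 29 nM porcine relaxin; EC50 by Hill fit.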
Glioma ERSR ind – qHTS for Inducers of the Endoplasmic Reticulum Stress Response (ERSR) in Human Glioma: qHTS. U87-MG GRP78 promoter luciferase reporter, 16 h. Potency, µM, for inactives: top-dose activation, usual class: activators. 420,000 compounds, 0.02% hits. AID 602332, 2012; note: potency is the fitted concentration of half-maximal effect; series mostly up to about 76 µM; % of control where 0% means no effect; nearly all actives have a fitted effect of over 35% in size
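Stably transfected U87-MG glioma cells carrying a GRP78-based luciferase sensor; 16 h compound incubation. Luminescence end-point read 10 min after Bright-Glo addition at room temperature.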
Vif-APOBEC3F blk – qHTS for Inhibitors of Vif-A3F Interactions: qHTS. HeLa A3F-eYFP + Vif (tagged APOBEC3F with the HIV-1 protein that degrades it), YFP fluorescence increase. Potency, µM (titrated, usually from 46.1 µM), for inactives: at the highest dose activity, negative = active. 390,000 compounds, 0.2% hits; note: potency is the fitted concentration of half-maximal effect; % of control where 0% means no effect; nearly all actives have a fitted effect of over 65% in size
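Fluorescence increase (Ex 488/Em 500-530) after overnight compound treatment at 37 deg C flags inhibition of Vif-driven A3F-eYFP loss in stable HeLa A3F-eYFP/Vif cells seeded overnight beforehand.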
IDH1 R132H inh – qHTS for Inhibitors of mutant isocitrate dehydrogenase 1 (IDH1): qHTS; 390,000 compounds, 0.093% hits; IDH1-R132H enzyme, NADPH consumption, diaphorase/resazurin fluorescence; AID 602179, 2012; Potency, µM (top dose mostly 76.6 µM), without a hit: at the highest dose activity change, negative = inhibition, hits mostly inhibitors; note: potency is the fitted concentration of half-maximal effect; % is set by controls: 0 for no effect and ±100 for the full control effect; nearly all actives have a fitted effect of over 65% in size
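IDH1-R132H (0.5 ug/mL dispensed) in pH 7.5 Tris buffer was preincubated 30 min with compound, then given a substrate mix of 0.016 mM NADPH and 2 mM alpha-KG for 80 min at room temperature; remaining NADPH was read by diaphorase/resazurin fluorescence.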
USP1-UAF1 inh – Inhibitors of USP1/UAF1: Primary Screen | Potency, µM (highest dose often 57.1 µM), inactives show at the highest dose activity change, negative = inhibition, most hits filed as inhibitors | recombinant USP1/UAF1, Ub-Rhodamine cleavage fluorescence | AID 743255, 2014 | 390,000 compounds, 0.23% hits; note: potency is the fitted concentration of half-maximal effect; % is set by controls: 0 for no effect and ±100 for the full control effect; nearly all actives have a fitted effect of over 60% in size; inactives centre near -12
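USP1/UAF1 complex (1 nM) preincubated 15 min at room temperature with compound, then Ub-Rho substrate (150 nM final) added. Kinetic fluorescence at 480/540 nm over 6 reads at 60 s intervals; 50 mM HEPES pH 7.8, 0.5 mM EDTA, 0.1 mg/ml BSA, 1 mM TCEP, 0.01% Tween-20.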
LDHA inh – qHTS assay for inhibitors of human lactate dehydrogenase. 480,000 compounds, 0.15% hits. L-lactate dehydrogenase A chain (Homo sapiens), P00338. activity change, % (values are at about 110 or 230 µM). purified LDHA, NADH/diaphorase-resazurin fluorescence; active compounds read low; in the data active = activity change below about -30%; inconclusive = mostly about -25% to -30%;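 note: plate controls were DMSO wells for no effect and wells without enzyme for full effect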
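Remaining NADH was detected by diaphorase (0.133 mg/mL) converting 37 µM resazurin to fluorescent resorufin, read at 0 and 20 minutes. The preceding 5-minute room-temperature reaction used 2 nM LDHA, 0.2 mM sodium pyruvate and 0.06 mM NADH at pH 7.4.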
* marks the source's active call; other numbers are inactive results; ? = inconclusive; . = no result given; [ ] = another dose, or the depositor's remark. Unless noted, calls come from the whole dose curve; as a rule, active = well fitted curve in the direction sought with a large enough effect; inconclusive = small, poorly fitted or top-dose-only effect, or another doubt; inactive = no such curve, though single readings can be large; an effect the other way counts as inactive or inconclusive. An excerpt (hit frequency here may not be typical).

SMILES	TrxR1 substrate	Vif-A3G inh	PI4K2A inh	RXFP1 agonist	Glioma ERSR ind	Vif-APOBEC3F blk	IDH1 R132H inh	USP1-UAF1 inh	LDHA inh
C#CC(C)(CC)NC(=O)c1cnn2c(C(F)F)cc(-c3ccccc3OC)nc12 (configuration not stated)	3%[57.1 µM]	1%	5	1.4%	-4%	-11%	10%	-13%	4
C=CCOC(=O)/C(=C\c1ccc(OC)cc1)NC(=O)c1ccco1	-12%	3%	5	2.9%	-8%	-1%	1%	-11%	-3
N#Cc1cccc(NC(=O)Nc2cccs2)c1	-10%	2%	-2	-2.6%	-9%	-1%	2%	-13%	-3
COc1ccc(CCNC(=O)CN(c2cc(OC)ccc2OC)S(=O)(=O)c2ccccc2)cc1	0%	0%	3	-0.5%	-2%	?	2%	-18%	-4
O=C1N=C(N2CCOCC2)S/C1=C/c1ccc(-c2ccccc2Cl)o1	-16%	2%	4	-0.7%	0%	5%	-1%	-15%	-9
COC(=O)[C@@H](NC(=O)Nc1ccc(C(C)=O)cc1)C(C)C	5%	-3%	2	0.0%	-6%	-9%	6%	3%	-5
COc1cc(NC(=O)C/C(C)=N/NC(=O)C(=O)NC2CCCCC2)c(OC)cc1Cl	2%	0%	11	2.0%	-2%	-1%	2%	-10%	0
CC(=O)c1ccccc1NC(=O)CSCc1nc2sc(C)c(C)c2c(=O)[nH]1	-6%	0%	-6	0.8%	-1%	3%	13%	-20%	2
CCOc1ccc(C2C(=O)N(C3CCCCCC3)CC(=O)N2Cc2ccc(C)cc2)cc1OC (configuration not stated)	-5%[57.1 µM]	-4%	2	2.2%	-3%	-1%	0%	-9%	3
Cc1c(NC(=O)Nc2ccccc2C(F)(F)F)sc2nc3n(c(=O)c12)CCC(C)CC3 (configuration not stated)	-4%	-1%	-3	2.5%	-1%	-4%	-16%	-9%	-4
O=C(NCC1CCCO1)c1cccc(F)c1 (configuration not stated)	-3%	-1%	8	-2.0%	-4%	-1%	-1%	-22%	0
COc1ccc(C(=O)Oc2cc(/C=N/NS(=O)(=O)c3ccccc3)ccc2OC)cc1	-8%	-2%	-2	0.7%	-4%	-1%	-6%	-4%	-6
CCOc1ccc(S(=O)(=O)Nc2cccc(C(=O)N(C)CC(=O)Nc3cccc(OC)c3)c2)cc1	-1%	-4%	4	-0.6%	-3%	3%	-4%	-6%	-6
CC(C)N1CCC(N2CCN(CCCn3cccn3)CC2CCO)CC1 (configuration not stated)	3%	3%	0	1.8%	-2%	-3%	9%	-16%	1
CC(NC(=O)COC(=O)C1CCN(c2ccc(C(F)(F)F)cn2)CC1)c1ccc(F)cc1 (configuration not stated)	-5%	0%	-6	-0.9%	-1%	-6%	8%	-17%	-1
CCOc1ccc(C(=O)Nc2ccc(-n3nncc3-c3ccccc3)cc2)cc1OCC	-12%[57.1 µM]	0%	-4	2.8%	-3%	0%	4%	-13%	3
Cc1cc(C)c2c(=O)[nH]c(SCc3ccccc3)nc2n1	8%[57.1 µM]	0%	-1	-2.0%	5%	-14%	4%	?	-7
CCOC(=O)c1c(C)[nH]c(C(=O)NNC(=O)c2ccc(C(C)(C)C)cc2)c1C	-14%	0%	-4	0.7%	-5%	-6%	-8%	?	-4
COc1cc2c(cc1NC(=O)c1ccco1)CCCC2	-8%	-6%	-1	-0.3%	3%	-5%	-3%	-9%	2
O=C(c1n[nH]c(=O)c2ccccc12)N1CCN(Cc2ccc3c(c2)OCO3)CC1	5%	2%	-2	4.6%	-3%	8%	6%	-16%	-1
c1ccc(-c2c[n+]3c(n2-c2ccccc2)CCC3)cc1	-2%	7%	4	-1.2%	-2%	-4%	8%	-17%	-3
CCN(CC)C(=O)N1CCn2c(nc3ccccc32)C1	14%	1%	0	-2.1%	2%	0%	4%	-21%	1
Cc1noc(C)c1C(=O)N1CCC1(C)C(=O)NS(=O)(=O)c1cccc(OC(F)F)c1 (configuration not stated)	.	4%	-2	.	-3%	.	.	.	-6
CSc1nnc([C@@H](NC(=O)OC(C)(C)C)C(C)C)o1	-12%	3%	2	0.3%	-3%	0%	14%	-5%	-6
COc1ccc(C(=O)C2CCCN(Cc3ccc4nonc4c3)C2)c(C)c1 (configuration not stated)	-3%	4%	-3	3.7%	-6%	3%	2%	-23%	0
COC(=O)c1ccc2[nH]c(CO)c(-c3ccccc3)c2c1	13%[57.1 µM]	-30%	-4	-0.2%	1%	7%	-5%	17%	-4
CCCCCCN1C[C@H](n2cc(-c3ccc(F)cc3)nn2)[C@@H](O)C[C@@H]1c1ccccc1	.	1%	5	.	1%	-9%	7%	-4%	-2
O=C(NCc1ccccc1)c1ccc2c(=O)n3c(nc2c1)CCCCC3	-3%	-5%	1	5.2%	-1%	23%	3%	-13%	-5
O=C1C(=O)N(C2CCNCC2)CCN1Cc1ccccc1	0%[57.1 µM]	-3%	6	1.7%	-1%	-3%	-17%	-13%	-2
CS(=O)(=O)N(CC(=O)NC1CCCCC1)Cc1ccc(F)cc1	-17%[57.1 µM]	-4%	-1	-0.5%	-2%	4%	7%	-13%	0
C=CCN1C(=O)CS/C1=N\S(=O)(=O)c1ccc(Cl)cc1	-3%	-6%	-2	2.5%	-5%	-16%	0%	-16%	-5
Cc1c(CN2CCCC(C(=O)c3cccc(OC(C)C)c3)C2)c(=O)n(-c2ccccc2)n1C (configuration not stated)	-19%[57.1 µM]	-2%	-6	2.7%	-3%	5%	4%	-4%	2
COC1CCCN(Cc2cn(C)nc2-c2ccc(Oc3ccccc3)cc2)C1 (configuration not stated)	0%	0%	1	-2.3%	2%	-2%	-9%	-7%	-2
CCn1cc(C(=O)NCc2ccncc2)c(=O)c2cc(F)c(N3CCN(C(=O)c4ccco4)CC3)cc21	23%[57.1 µM]	0%	-3	0.5%	-11%	-16%	-4%	-4%	10
CC(C)(C)NC(=O)C(c1ccncc1)N(C(=O)Cn1nnc(-c2ccc(F)cc2)n1)c1ccc(F)cc1 (configuration not stated)	-8%	6%	6	-1.2%	-3%	-7%	8%	-12%	-4
Cc1cccc(NC(=O)C(C)Sc2nc3nc(C)cc(C)n3n2)c1 (configuration not stated)	6%[57.1 µM]	4%	2	.	-3%	-14%	-3%	-17%	-5
Cc1ccc2nsnc2c1NC(=O)c1cncc(Br)c1	1%[57.1 µM]	3%	0	0.0%	-3%	-2%	-1%	?	25
CCc1ccc(N2CC(C(=O)NC3CCCCC3C)CC2=O)cc1 (configuration not stated)	5%[57.1 µM]	-5%	0	-0.2%	-4%	9%	5%	-20%	-1
COc1ccc(S(=O)(=O)NCCc2sc(-c3cccnc3)nc2C)cc1	12%[57.1 µM]	1%	-4	-1.2%	-1%	-5%	-12%	-16%	-8
CNc1nc(N2CCc3ccccc32)ncc1F	7%	-10%	-6	1.6%	7%	1%	10%	?	1
CCN(CC)S(=O)(=O)c1ccc(N2CC(C(=O)NCCC3=CCCCC3)CC2=O)cc1 (configuration not stated)	1%	-3%	1	0.7%	1%	-15%	-10%	-20%	-5
CCOC(=O)Cn1c(=O)oc2cc(S(=O)(=O)N3CCCc4ccccc43)ccc21	-3%	2%	0	0.7%	10%	7%	1%	-17%	-5
NCC1C2CCC(O2)C1CO (configuration not stated)	.	-2%	-8	.	-6%	-6%	1%	-30%	-7
O=c1oc2ccccc2c(NCc2ccc(Cl)cc2)c1[N+](=O)[O-]	2%	-7%	-3	-0.1%	0%	-5%	-1%	-29%	-2
CC12CN3CC(C)(CN(C1)C3c1ccc(Cl)cc1Cl)C2=O (configuration not stated)	5%[57.1 µM]	-1%	-1	0.7%	-5%	4%	-9%	5%	-1
COc1ccc(OC)c(NC(=O)CCN2CCN(C/C=C/c3ccccc3)CC2)c1	-4%	3%	1	0.1%	-4%	2%	1%	-1%	-9
Cc1cc2c(s1)c1cnn(-c3ccccc3)c(=O)c1n2C	-2%	-1%	1	1.9%	-2%	4%	.	.	-6
Cc1cc(OCC(=O)OCC(=O)N(C)c2c(N)n(Cc3ccccc3)c(=O)[nH]c2=O)ccc1Cl	0%	0%	1	-0.4%	-6%	5%	5%	-20%	1

Source: PubChem BioAssay (National Center for Advancing Translational Sciences (NCATS))
